SW480 rereplic – inducers of DNA re-replication in SW480 colon cancer cells; SW480 DNA re-replication, Hoechst DNA content imaging, 48 h; Potency, µM (highest dose often 46.1 µM), without a hit: top-dose re-replication activation, hits mostly activators; 1.8% of 340,000 active; AID 624297; further: potency means the concentration at half of the fitted maximal effect; % of control where 0% means no effect; nearly all actives have a fitted effect of over 55% in size
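Readout is total intensity of Hoechst-stained nuclei, excited at 405 nm and collected at 500-530 nm. Compound treatment lasted 48 hr at 37 C in 5% CO2 before staining.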
KB-3-1 cytotox – kills parental KB-3-1 adenocarcinoma cells; 1.4% of 400,000 active; Potency, µM (highest dose often 46.1 µM), for the others: at the top dose activity change, negative = cytotoxic, actives largely listed as cytotoxic; KB-3-1 viability, CellTiter-Glo ATP luminescence, 72 h; further: potency means the concentration at half of the fitted maximal effect; on the % scale 0 is the no-effect control and ±100 the full control effect; nearly all actives have a fitted effect of over 60% in size
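Cytotoxicity measured as CellTiter-Glo luminescence after 72 h at 37 C. Compound titrations were pinned onto drug-naive KB-3-1 parental adenocarcinoma cells grown in DMEM with 10% FBS, and normalized data fitted to concentration-response curves.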
GLP1R cytotox – cytotoxic in the GLP-1 receptor inverse agonist counter-screen; HEK293 cAMP-luciferase reporter cells, luminescence, 24 h; Potency, µM (top dose mostly 38.3 µM), without a hit: at the top dose activity change, negative = inhibition, most hits filed as inhibitors; 0.13% of 410,000 active;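 further: loss of luciferase light is scored as toxicity; potency means the concentration at half of the fitted maximal effect; on the % scale 0 is the no-effect control and ±100 the full control effect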
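A 23 nL compound transfer followed 12 hours of cell culture at 37 deg C; exposure then lasted 24 hr. Luciferase assay detection reagent was dispensed and plates read for luminescence after a 12 min room-temperature wait.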
KB-V1 MDR tox – kills drug-selected multidrug resistant KB-V1 cells | KB-V1 MDR cells viability, CellTiter-Glo, 72 h | Potency, µM (top dose mostly 46.1 µM), inactives show at the top dose activity change, negative = cytotoxicity, usual class: cytotoxic | 3.4% of 400,000 active | AID 1347076; further: potency means the concentration at half of the fitted maximal effect; on the % scale 0 is the no-effect control and ±100 the full control effect; nearly all actives have a fitted effect of over 60% in size
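In this primary screen, KB-V1 cells overexpressing P-gp are incubated with library compounds (lowest to highest concentration) for 72 h at 37 degrees C before a luminescent ATP viability read.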
HT1080-NT tox – kills 2HG-producing HT-1080-NT fibrosarcoma cells; AID 686970; HT-1080-NT fibrosarcoma viability, CellTiter-Glo ATP luminescence, 48 h; Potency, µM (doses to about 46.1 µM), for inactives: top-dose activity, negative = less viability, actives largely listed as cytotoxic; 1.6% of 360,000 active;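 further: NT is the 2HG producing partner of a matched IDH1 knockdown line; potency means the concentration at half of the fitted maximal effect; 0% = DMSO-treated cells and -100% = media-only wells without cells; nearly all actives have a fitted effect of over 55% in size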
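A 48-hour cytotoxicity screen used HT-1080-NT cells plated 2 hours before compound delivery. ATP-based CellTiter-Glo luminescence measured viability, normalized to DMSO and no-cell controls.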
IL1B secr inh – inflammasome signaling inhibition, IL-1 beta readout. THP-1 LPS/ATP IL-1B secretion, AlphaLISA, 16 h; active compounds read low. activity change, % at 57.5 µM. 4.7% of 360,000 active. AID 743279; in the data active means activity change below about -50%; inconclusive means mostly about -30% to -49%; further: on the % scale 0 is the no-effect control and ±100 the full control effect
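Secreted IL-1B measured by AlphaLISA bead assay after 16 h compound exposure of THP-1 cells; compounds (final up to 57.5 uM) added 1 h before LPS (250 ng/mL) and ATP (1.25 mM) stimulation; lower signal means less secretion.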
DRD3 agonist – activates the human D3 dopamine receptor | 0.58% of 410,000 active | max activation, % | D3R DiscoveRx beta-arrestin cells, luminescence, 90 min; in the data active means max activation above about 30%; further: 0% is about no effect; mostly tested at two doses, the higher about 12 µM
Target sequence (P35462 whole entry, looked up): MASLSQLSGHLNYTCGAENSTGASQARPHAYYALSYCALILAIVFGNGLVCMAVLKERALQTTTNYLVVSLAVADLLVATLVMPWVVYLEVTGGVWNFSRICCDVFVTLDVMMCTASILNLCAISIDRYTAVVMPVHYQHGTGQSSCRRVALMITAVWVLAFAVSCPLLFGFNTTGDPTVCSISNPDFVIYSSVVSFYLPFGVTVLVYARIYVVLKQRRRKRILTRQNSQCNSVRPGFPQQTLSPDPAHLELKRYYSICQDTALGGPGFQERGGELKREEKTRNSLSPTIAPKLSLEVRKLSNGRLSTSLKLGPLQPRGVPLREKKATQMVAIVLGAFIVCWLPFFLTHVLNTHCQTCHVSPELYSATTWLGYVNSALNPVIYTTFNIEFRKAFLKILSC
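Agonist-mode cell screen: cells plated at 1500/well and incubated overnight at 37 °C, then exposed to library compounds for 90 min at 37 °C. Detection reagent was added for 30–60 min at room temperature, and luminescence was read.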
HT1080 IDH1KD tx – toxicity to HT-1080 IDH1 knockdown cells (counter line) | HT-1080 IDH1 knockdown viability, ATP luminescence, 48 h | Potency, µM (doses to about 46.1 µM), for inactives: at the top dose activity, negative = toxicity, hits mostly cytotoxic | 2% of 360,000 active;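 further: potency means the concentration at half of the fitted maximal effect; 0% = DMSO wells and -100% = cell-free medium wells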
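Assay cells: HT-1080 with IDH1 knockdown, 750 per well, RPMI/5% FBS. Exposure: 48 h at 37 °C following 2 h pre-incubation. Read: CellTiter-Glo luminescence; fitted concentration-response, curve class assigned.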
MCF10A rereplic – induces DNA re-replication in MCF 10a normal breast cells; MCF 10A DNA re-replication, Hoechst nuclear intensity, 48 h; Potency, µM (series often up to 46.1 µM), without a hit: at the top dose activity, positive = re-replication, most hits filed as activators; 2.9% of 350,000 active; further: potency means the concentration at half of the fitted maximal effect; % of control where 0% means no effect; nearly all actives have a fitted effect of over 50% in size
* hit, by the source's call; ? = inconclusive; . = not tested or not shown; & = joins results of further samples; [ ] = remark or other dose. Unless noted, the call rests on the fitted dose curve; in most records, active means well fitted curve in the direction sought with a large enough effect; inconclusive means small, poorly fitted or top-dose-only effect, or another doubt; inactive means no such curve, though single readings can be large; an effect the other way counts as inactive or inconclusive.

SMILES | SW480 rereplic | KB-3-1 cytotox | GLP1R cytotox | KB-V1 MDR tox | HT1080-NT tox | IL1B secr inh | DRD3 agonist | HT1080 IDH1KD tx | MCF10A rereplic
COCCNc1nc(NCCCN2CCCC2=O)c2sccc2n1 | . | 0% | 2% | 5% | 15% | 0 | -4 | 0% | .
Cc1ccc(NC(=O)Cn2nnc(C(=O)NCCc3ccccc3)c2N)cc1Cl | 4% | 14% | 18%&-1% | 0% | -25% | 29 | 0&-11 | ? | 1%
COc1ccc(CN(C)C(=O)c2cccc(C(=O)N(C)Cc3ccc(OC)cc3)c2)cc1 | -8% | ? | -14% | ? | -1% | 1 | 0 | 2% | -20%
COc1ccc(N2C(=NC(=O)C3CCCCC3)SC3CS(=O)(=O)CC32)cc1Cl (stereo not given) | 22% | 22% | -7% | 23% | -3% | -10 | 3 | -8% | 0%
CC(CNC(=O)c1cc(Cl)ccc1[N+](=O)[O-])NC(=O)c1cc(Cl)ccc1[N+](=O)[O-] (stereo not given) | -6% | 4% | -4% | 5% | 8% | 15 | -2 | 3% | 16%
Cc1ccc(S(=O)(=O)NCCC(=O)OCC(=O)N(Cc2ccccc2)C(C)(C)C)cc1 | -31%[inhibitor] | 1% | -16% | -14% | 12% | -6 | 22 | 3% | 19%
Cc1ccc(OCCN(C)C(=O)CC2C(=O)NCCN2CC(C)(C)C)cc1 (stereo not given) | 4% | -3% | -3% | 8% | 1% | 0 | -2 | 4% | 5%
COc1ccc(NC(=O)c2c(C)oc3c2CCCC3)cc1 | ? | -7% | -4% | -20% | 1% | 7 | 3 | -10% | 1%
Cc1cc2nc3s/c(=C/c4ccc(-c5ccccc5C(=O)O)o4)c(=O)n3c2cc1C | -2% | -9% | 47%[activator] | 0% | 0% | 23 | -1 | -26% | -6%
CCc1nnc(NC(=O)CSc2nnnn2C)s1 | -10% | -2% | -2% | -5% | -1% | 12 | 1 | -2% | -4%
Cc1ccc(S(=O)(=O)N2C[C@H]3C(=O)C[C@@H](c4ccccc4)N(S(=O)(=O)c4ccc(C)cc4)[C@H]3C[C@H]2c2ccccc2)cc1 | . | 2% | 6% | -7% | 1% | 23 | 0 | 0% | .
CCCN(C(=O)Cn1nc(C)c([N+](=O)[O-])c1C)c1c(N)n(Cc2ccccc2)c(=O)[nH]c1=O | -2% | 5% | 3% | -4% | -7% | 5 | -10 | 0% | -2%
CCSc1nnc(NC(=O)C(CC)Oc2ccccc2)s1 (stereo not given) | 5% | -1% | -4% | -16% | -3% | 0 | -1 | 11% | 2%
Cc1cccc(N2C(=NC(=O)c3ccccc3)SC3CS(=O)(=O)CC32)c1 (stereo not given) | 2% | -6% | -15% | ? | -1% | -7 | 0 | -5% | 0%
Clc1ccc(OCCCc2nc(-c3cccnc3)no2)c(Cl)c1 | 1% | 4% | -24% | -10% | -1%[9.24 µM] | -28 | 26 | -18% | ?
CCCC(=O)C1=C(O)C(C(=O)OC)C(C)(C)CC1=Nc1ccc(Br)cc1 (stereo not given) | -7% | -2% | -4% | -19% | -2% | -9 | -9 | -12% | 7%
C=CCN1C(=O)/C(=C2/Sc3ccccc3N2C)SC1=Nc1ccccc1C | -5% | 12% | 0% | 7% | 13% | 26 | -8 | 13% | -3%
Cc1ccc(CCNC(=O)c2ccc3nc4ccc(Cl)cc4c(=O)n3c2)cc1 | 1% | 0% | 3% | -3% | 1% | -4 | -6 | 7% | 15%
CCOC(=O)CSc1nsc(SCC(=O)OCC)c1C#N | -1% | 8% | 79%[activator] | 8% | 4% | ? | -3 | 0% | 4%
COC(=O)c1ccccc1NC(=O)c1onc(C)c1Cl | 0% | 20% | 0% | -6% | 1% | 32 | -7 | 1% | -8%
CCCNC(=O)c1onc(CSc2ccc(Cl)cc2)c1C(=O)NC(C)C | 3% | -21% | 15% | 12% | 0% | -2 | 2 | -2% | 8%
C/C(=N\N1CCN(c2ccccc2)CC1)c1ccco1 | -9% | -4% | 2% | 13% | 21% | -1 | -20 | 14% | 12%
O=C(Cn1ncn2c(cc3cc(F)ccc32)c1=O)NC1CCCCC1 | . | -2% | -2% | 14% | . | . | 6 | . | .
CCOC(=O)c1c(NC(=O)C(C)N2CCN(S(=O)(=O)c3cccs3)CC2)sc2c1CCC(C)C2 (stereo not given) | -2% | 9% | 1% | -2% | 10% | 2 | -3 | 11% | 3%
CCOC(=O)c1csc(COc2ccc(OC)cc2)n1 | 1% | -3% | 9% | -3% | -3% | 28 | -3 | 0% | 5%
CN(C)CCNC(=O)C1CC(=O)N(c2ccc(F)c(Cl)c2)C1 (stereo not given) | -1% | -1% | -10% | 25% | 2% | 2 | 1 | 9% | -21%
Cc1cc(C)cc(NC(N)=S)c1 | -2% | 8% | -5% | 0% | 10% | 0 | -1 | 12% | -6%
O=C(COc1ccccc1Cl)Nc1ccc(N2CCCC2)cc1 | 16µM* | -17% | -21% | -18% | 12% | -12 | 4 | -3% | ?
C[C@H](NC(=O)N1CCn2c1nc1ccccc12)C(=O)NC1CCCCC1 | ? | 10% | 0% | 2% | 21% | -19 | 0 | 17% | -3%
CCOc1ccccc1NC(=O)c1ccc(C(=O)Nc2ccccc2OCC)cc1 | . | -2% | 9% | ? | . | . | 5 | . | .
COc1cccc(-c2nn(-c3ccccc3)cc2CN(C)C(C)c2ccon2)c1 (stereo not given) | 10% | 1% | -16% | -28% | -2% | 30 | -3 | -5% | 12%
Cc1ccc(S(=O)(=O)N2CCN(C(=O)CN3C(=O)NC(C)(c4ccc(Cl)cc4)C3=O)CC2)c(C)c1 (stereo not given) | 10% | ? | -25% | 0% | -6% | 1 | 2 | -23% | -1%
Cc1ccnc(NC(=O)CN2C(=O)c3ccccc3S2(=O)=O)c1 | -428%[inhibitor] | 0% | 4% | 21% | 7% | 24 | 1 | 2% | ?
O=C(CCSc1ccccc1)N1CCN(C(=O)c2ccco2)CC1 | 0% | 8% | 4% | ? | 6% | 2 | 2 | -11% | -6%
CC1CCC(NC(=O)c2cccc(S(=O)(=O)N3CCN(C)CC3)c2)CC1 (stereo not given) | -3% | -7% | 6% | ? | 3% | 9 | 4 | 4% | 22%
O=C(CC(=O)NC1CCCCC1)N/N=C/c1ccc(Cl)cc1 | -4% | 2% | 9% | 10% | -4% | 26 | -13 | -2% | -19%

Molecules from the list above that have fluorine:
SMILES | SW480 rereplic | KB-3-1 cytotox | GLP1R cytotox | KB-V1 MDR tox | HT1080-NT tox | IL1B secr inh | DRD3 agonist | HT1080 IDH1KD tx | MCF10A rereplic
O=C(Cn1ncn2c(cc3cc(F)ccc32)c1=O)NC1CCCCC1 | . | -2% | -2% | 14% | . | . | 6 | . | .
CN(C)CCNC(=O)C1CC(=O)N(c2ccc(F)c(Cl)c2)C1 (stereo not given) | -1% | -1% | -10% | 25% | 2% | 2 | 1 | 9% | -21%

More structures
SMILES | SW480 rereplic | KB-3-1 cytotox | GLP1R cytotox | KB-V1 MDR tox | HT1080-NT tox | IL1B secr inh | DRD3 agonist | HT1080 IDH1KD tx | MCF10A rereplic
Cc1c(CCOC(=O)CC23CC4CC(CC(C)(C4)C2)C3)sc[n+]1Cc1ccc([N+](=O)[O-])cc1 | -2%&1% | -1%&-20% | -7%&5% | ? | 2%&-1% | ? | -3&1 | -3%&-1% | ?
Cc1cccc(NC(=O)CSc2nnnn2C2CCCC2)c1 | -8% | 6% | 0% | -1% | -4% | -13 | 6 | 9% | 2%
CCC(CC)C(=O)Nc1ccc(OCc2cc(=O)n3ccsc3n2)cc1 | . | 25% | -2% | 11% | . | . | 6 | . | .
CCn1c(=O)c(C(=O)Nc2ccccc2)c(O)c2ccccc21 | -1% | -8% | 5% | -4% | -2% | 16 | -4 | 0% | 10%
CC(C(=O)Nc1ncc([N+](=O)[O-])s1)N1C(=O)c2ccccc2S1(=O)=O (stereo not given) | ? | 13% | 5% | 29% | 1% | -4 | 0 | 7% | -3%
CC(=O)Nc1ccc2c(c1)N(S(=O)(=O)c1cccs1)CCC2 | -3% | 4% | 3% | 0% | 3% | 23 | 3 | -10% | 14%
O=C(/C=C/c1ccco1)Nc1ccc(-c2nc3ccccc3[nH]2)cc1 | ? | ? | -9% | -4% | -3% | -11 | 3 | -23% | 2.6µM*
CCN(CC)C(=O)c1sc2c(c1C)c(=O)n(CCc1ccccc1)c(=O)n2Cc1cc(C)ccc1C | . | -1% | 0% | -1% | . | . | 4 | . | .
CCOC(=O)c1c(C)c(C(=O)NCCN2CCOCC2)c(C)n1CC | -1% | -15% | 13% | -1% | ? | 4 | -9 | 4% | 1%
CC(C)(C)NC(=O)C(c1ccco1)N(C(=O)Cn1nnc(-c2ccc(F)cc2)n1)c1cccc(F)c1 (stereo not given) | 17% | -6% | 0% | -20% | 4% | -4 | 4 | 6% | -3%
COc1ccc(Br)cc1-c1noc(-c2ccccc2)n1 | 2% | -7% | -15% | -13% | 12% | 12 | -14 | 2% | 30%
Cc1ccc(C)c(NC(=O)CN(C)S(=O)(=O)c2cccc3nsnc23)c1 | . | 7% | 2% | -5% | . | . | -15 | . | .
C(=C\c1ccccc1)/CN1CCN(C(c2nnnn2Cc2ccccc2)C2CC2)CC1 (stereo not given) | . | -17% | -4% | ? | 18µM* | ? | -4 | ? | .
CCCc1cc(=O)[nH]c(SCC(=O)Nc2ccc(S(=O)(=O)N3CCCC3)cc2)n1 | -5% | 2% | -1% | 21% | 9% | 14 | 5 | -9% | 7%
COc1ccc2oc(C(=O)OCC(=O)N(C)C3CCCCC3)c(C)c2c1 | -2% | -2% | ? | 11% | 0% | 8 | 2 | 3% | 1%
COc1ccccc1OCc1nnc(SCC(=O)Nc2nnc(C3CC3)s2)n1C | 5% | 3% | 2% | -5% | -1% | 7 | -13 | 0% | -5%
O=C1CCc2cc(S(=O)(=O)NC(C(=O)Nc3ccc(F)cc3)c3ccccc3)ccc2N1 (stereo not given) | . | 2% | 2% | 25% | . | . | 3 | . | .

Screening results from PubChem.
